Mtb UGM inh: Mtb UDP-galactopyranose mutase inhibition. AID 504406. P9WIQ1. actives 0.06% (n = 320,000). purified UGM, fluorescence polarization probe displacement. inhibition, % at 10 µM; in the data active means inhibition above about 10%, passing the limit was not always enough
Target sequence (P9WIQ1 whole entry, looked up): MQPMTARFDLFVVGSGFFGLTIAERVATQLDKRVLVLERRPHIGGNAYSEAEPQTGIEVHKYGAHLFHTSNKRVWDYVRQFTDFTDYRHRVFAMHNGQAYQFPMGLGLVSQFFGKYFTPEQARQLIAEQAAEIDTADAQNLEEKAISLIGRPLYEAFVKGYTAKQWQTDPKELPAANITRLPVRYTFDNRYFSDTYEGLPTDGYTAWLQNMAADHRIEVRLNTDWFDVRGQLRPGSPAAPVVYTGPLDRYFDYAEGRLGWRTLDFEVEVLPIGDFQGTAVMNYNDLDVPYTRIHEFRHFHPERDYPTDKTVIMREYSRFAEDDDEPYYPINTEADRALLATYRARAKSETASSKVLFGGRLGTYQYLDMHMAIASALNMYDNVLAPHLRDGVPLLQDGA
Rv3671c inh: inhibits the M. tuberculosis serine protease Rv3671c; P9WHR9; inhibition, % at 5.96 µM; actives 0.048% (n = 320,000); in the data active means inhibition above about 38%;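 further: extracellular domain of Rv3671c used as enzyme; 0% = enzyme with DMSO and 100% = no enzyme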
BoNT-F LC inh: BoNT F light chain protease inhibition | Multiplex microsphere protease cleavage assay, flow cytometry | inhibition, % at 10 µM | actives 0.22% (n = 360,000) | AID 588497; in the data active means inhibition above about 35%, passing the limit was not always enough; further: plate controls were buffer without enzyme for full effect and enzyme alone for no effect
Mtb FBA inh: inhibitors of M. tuberculosis fructose-bisphosphate aldolase | inhibition, % at 1 µM | purified M. tuberculosis FBA, fluorescence read-out | P9WQA3 | actives 2.3% (n = 360,000); in the data active means inhibition above about 27%;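 further: 0% = vehicle and 100% = reference inhibitor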
Target sequence (P9WQA3 whole entry, looked up): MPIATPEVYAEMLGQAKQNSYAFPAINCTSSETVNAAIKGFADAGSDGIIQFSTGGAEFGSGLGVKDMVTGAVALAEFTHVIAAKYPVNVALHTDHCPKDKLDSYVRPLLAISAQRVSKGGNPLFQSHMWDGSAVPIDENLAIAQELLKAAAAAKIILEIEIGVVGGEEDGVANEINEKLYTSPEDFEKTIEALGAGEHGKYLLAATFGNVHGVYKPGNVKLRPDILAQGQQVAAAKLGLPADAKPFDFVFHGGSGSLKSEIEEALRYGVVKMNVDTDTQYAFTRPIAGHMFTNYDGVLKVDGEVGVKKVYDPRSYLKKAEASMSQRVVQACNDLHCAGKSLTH
FadD28 binding: blocks FadD28 binding to the bisubstrate probe | fluorescence polarization | inhibition, % at 12.5 µM | actives 0.22% (n = 360,000); in the data active means inhibition above about 8.5%, passing the limit was not always enough
GDH-TPI counter: counter-screen for M. tuberculosis FBA inhibitors: GDH-TPI coupled enzymes; GDH-TPI coupled enzyme counterscreen, NADH absorbance; inhibition, % at 4.8 µM; actives 1.2% (n = 360,000); AID 588335; in the data active means inhibition above about 30%;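 further: 0% = DMSO wells and 100% = wells lacking the enzyme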
Mtb BioA inh: inhibitors of Mycobacterium tuberculosis BioA enzyme | purified M. tuberculosis BioA enzyme, plate reader | inhibition, % at 9.99 µM | actives 0.096% (n = 360,000) | AID 602481; in the data active means inhibition above about 40%
PrPC TRFRET: reduces human prion protein on the cell surface; actives 0.43% (n = 370,000); inhibition, % at 13.8 µM; cell surface PrPC, TR-FRET read-out; P04156; AID 720596; in the data active means inhibition above about 24%; further: 0% = median of the test wells and 100% = reference compound wells
MazF activator: activators of E. coli MazEF toxin-antitoxin RNase. P0AE70. FAM/BHQ RNA-DNA oligo cleavage fluorescence, 5 h. activation, % at 20 µM. actives 0.32% (n = 350,000). AID 504720; in the data active means activation above about 50%
Target sequence (P0AE70 whole entry, looked up): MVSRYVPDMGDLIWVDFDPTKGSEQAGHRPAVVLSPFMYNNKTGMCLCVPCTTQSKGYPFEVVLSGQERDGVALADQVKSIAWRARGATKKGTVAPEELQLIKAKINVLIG
An asterisk follows results filed as active; nt = no result given; & = joins results of further samples.

structure | Mtb UGM inh | Rv3671c inh | BoNT-F LC inh | Mtb FBA inh | FadD28 binding | GDH-TPI counter | Mtb BioA inh | PrPC TRFRET | MazF activator
CCC(C)c1ccc(NC(=S)NC(C)C2CCCO2)cc1 (stereo unspecified) | 1.0 | -4.0 | -2.9 | 1.2 | -1.7 | -2.6 | nt | 8.4 | 2.3
COc1ccc(CNc2nc3c(c(=O)n(Cc4ccc(Cl)cc4)c(=O)n3C)n2C)cc1 | -2.2 | 2.1 | 3.9 | -2.0 | 0.3 | 8.9 | 1.8 | -3.5 | 0.4
Cc1c(N=C2N=C(NC(=O)Nc3ccc(Cl)cc3)c3ccccc32)c(=O)n(-c2ccccc2)n1C | -5.8 | 8.7 | 0.4 | -2.1 | -1.4 | 1.6 | nt | 8.2 | 87.7*
Cc1cc(N2CCCC2)nc2ccccc12 | -1.6 | 5.0 | 1.9 | 7.7 | -0.6 | 4.5 | nt | -14.7&1.5 | -11.3
CN(C(=O)CSc1ncc(C(F)(F)F)cc1Cl)c1c(N)n(Cc2ccccc2)c(=O)[nH]c1=O | -1.6 | 3.4 | -2.0 | -2.1 | 0.6 | 1.9 | 2.1 | 7.4 | 2.0
Cc1ccc(NC(=O)CS(=O)CC(=O)N(CC(=O)NC(C)(C)C)c2cccc(C)c2C)cc1 (stereo unspecified) | 0.3 | 2.8 | -10.9 | -0.5 | 0.7 | -2.2 | 2.6 | 3.2 | 0.8
Cc1ccc(S(=O)(=O)N2CCC(C(=O)NCCc3ccc(S(N)(=O)=O)cc3)CC2)cc1 | -4.8 | 3.5 | -7.9 | -1.5 | -2.5 | -3.8 | -0.2 | -2.7 | 3.9
CCCCN(C)C1=Nc2cccc3cccc1c23 | -6.0 | 5.8 | 5.5 | 7.3 | -0.1 | 3.3 | -1.0 | -18.6 | -1.2
CN(C)C(=O)CN(C)S(=O)(=O)c1ccc(Cl)cc1 | -3.0 | 6.4 | 4.8 | 4.2 | 0.3 | 2.4 | -4.0 | -4.7 | 0.3
CCn1c(=O)c(C(C)=O)c(O)c2ccccc21 | -3.0 | -0.5 | -12.2 | 1.5 | -1.4 | -3.1 | 0.5 | 8.0 | 10.8
COc1ccc(Cc2c(-c3ccc(Cl)cc3)nc3c(C)cc(Br)cn23)c(C)c1 | nt | nt | -15.6 | 0.7 | -4.1 | nt | -1.2 | 6.4 | nt
Cc1cc(C)nc(SCC(=O)Nc2ccc(S(=O)(=O)Nc3ncccn3)cc2)n1 | 1.8 | 9.5 | 2.8 | 4.7 | -1.0 | 10.1 | 0.7 | 1.6 | -4.0
OC(COCc1ccccc1)CN1CCCCC1 (stereo unspecified) | -1.3 | -6.8 | -4.4 | 2.6 | -2.3 | 6.0 | -3.1 | 0.7 | 6.6
Cc1ccc([N+](=O)[O-])cc1NC(=O)c1c(-c2ccccc2)noc1C | 0.3 | 1.3 | 18.4 | 0.7 | -1.1 | 2.1 | -0.8 | -0.8 | 6.0
CCOC(=O)C1=NNC2(c3ccc(Cl)cc3)C(=O)N(c3cc(C)cc(C)c3)C(=O)C12 (stereo unspecified) | 3.7 | -2.6 | 5.0 | -0.3 | -2.9 | -5.7 | 1.5 | -0.4 | 1.5
CC1(C)NC(=O)N(CCOCCOc2ccccc2-c2ccccc2)C1=O | 2.8 | -4.7 | -5.3 | -0.3 | -1.5 | 7.9 | nt | 6.2 | -20.8
COc1ccccc1S(=O)(=O)N1CCN(S(=O)(=O)c2cccs2)CC1 | 0.6 | -1.5 | 5.1 | 6.2 | 1.3 | 2.1 | -2.0 | 4.8 | 1.0
CC(=O)NC12CC3CC(C1)CC(C(=O)N1CCN(S(=O)(=O)c4cccc(F)c4)CC1)(C3)C2 | -3.5 | -3.8 | -4.1 | 0.8 | -0.3 | 0.7 | -0.3 | -2.5 | 2.4
CC1CCCN(Cc2nc3c(c(=O)n(C)c(=O)n3C)n2CC(N)=O)C1 (stereo unspecified) | -1.6 | 1.1 | -4.5 | 0.8 | 0.2 | 2.6 | -0.9 | 0.7 | 5.3
O=S(=O)(/N=C(\c1ccc(Cl)cc1)N1CCOCC1)c1ccccc1 | 1.5 | -10.6 | -5.5 | 4.9 | -1.4 | 4.8 | nt | -2.2 | -9.0
Cc1ccc(-c2cn(-c3ccccc3)c(SCC(N)=O)n2)cc1C | -1.2 | -4.5 | -3.7 | 0.1 | -5.4 | 1.5 | 2.2 | 4.1 | 3.7
CCOC(=O)C1CCN(S(=O)(=O)c2ccc(-c3ccccn3)s2)CC1 | -2.1 | -2.5 | -2.3 | 0.9 | -0.5 | 8.9 | -0.8 | -8.2 | -0.9
CCOc1ccc(NC(=O)COc2ccc(S(=O)(=O)N3CCCC3)cc2)cc1 | 1.0 | -2.3 | -1.5 | 0.0 | 0.5 | -1.9 | -1.3 | 10.1 | 4.4
O=C1c2ccccc2C(=O)c2c1cccc2N1CCCC1 | 1.2 | -36.4 | -51.4 | -1.7 | 1.8 | 13.9 | 0.4 | -57.4 | 1.5
Cc1ccc(C)c(NC(=O)CS(=O)(=O)c2cccc3nsnc23)c1 | 1.2 | -3.7 | -1.7 | 0.8 | -0.2 | 3.8 | nt | -23.9 | -13.6
COc1ccccc1CNC(=O)CSc1n[nH]c(N)n1 | -0.1 | -5.0 | -3.2 | 2.0 | 0.9 | -5.2 | 0.6 | -5.3 | 5.7
Cn1c(-c2nonc2N)nc2ccccc21 | 0.3 | -2.9 | -14.5 | 2.4 | 0.3 | 4.3 | 1.2 | -3.1 | 4.5
NNC(=O)CNc1cccc(Br)c1 | 1.3 | 5.4 | -12.2 | 5.7 | -1.8 | 2.5 | nt | -8.7 | 1.6
COc1ccccc1-c1nnc(NC(C)=O)s1 | -1.9 | 4.7 | 14.0 | 5.1 | -2.5 | 4.3 | -1.5 | -3.8 | 10.5
Cc1cc(SCCOc2ccccc2)nc(N)n1 | -0.3 | 5.1 | -24.0 | -3.1 | -0.8 | -0.9 | nt | -8.6 | -0.4
COc1ccc([C@@H](C)NC(=O)CCc2nnc(-c3cc(C)on3)o2)cc1 | 1.5 | -2.7 | 2.2 | 0.7 | 0.0 | -6.8 | nt | -9.2 | -12.2
CN(C)C(CNC(=O)c1ccc2c(c1)S(=O)(=O)c1ccccc1C2=O)c1ccco1 (stereo unspecified) | -2.5 | 1.8 | -2.8 | -1.5 | -0.3 | -2.5 | -0.2 | -61.7 | 1.7
Cc1ccc(C(=O)Cn2nnc3ccccc32)cc1 | 3.2 | 2.3 | nt | 0.1 | -1.0 | 6.9 | 2.4 | -3.1 | 2.1
COc1ccccc1CNC(=O)c1ccc(S(=O)(=O)N2CCCC2)cc1 | -0.7 | 1.8 | -2.5 | 0.4 | -3.9 | 6.8 | 1.7 | 5.9 | -1.0
CN(Cc1ccc(F)cc1)C(=O)COc1ccccc1-c1ccccc1 | 0.2 | -6.0 | -1.7 | -3.0 | -3.4 | 1.5 | -0.6 | -0.5 | -3.1
CCCCS(=O)(=O)Nc1ccc(C)cn1 | 1.6 | -0.9 | 3.3 | 41.4* | -1.7 | -1.1 | -2.6 | -1.2 | 4.0
CCC(=O)Nc1ncc2c(n1)CC(c1ccco1)CC2=O (stereo unspecified) | -4.0 | 4.0 | -1.3 | -1.3 | -2.5 | 0.0 | -0.6 | -1.0 | -0.3
CCCCOC(=O)C1=C(N)OC2=C(C(=O)CCC2)[C@]12C(=O)N(C)c1ccccc12 | 1.5 | 4.0 | -1.3 | -0.6 | -1.9 | 4.8 | -2.0 | -1.5 | -12.4
COc1ccc(/C=C/c2cc[n+](C(=O)Cc3ccccc3)cc2)cc1 | -0.8 | 2.5 | -4.3 | 4.1 | -4.4 | 5.0 | -0.4 | -31.9 | 7.1
CS(=O)(=O)N(CC(=O)N1CCCCCC1)c1ccc(Cl)cc1 | -0.1 | 2.0 | -1.1 | 1.6 | -1.5 | -4.5 | -2.6 | 3.9 | -1.0
CC(C)C[C@@H](CN1CCC[C@@H]1CN1C(=O)C(=O)NC[C@@H]1Cc1ccccc1)N1C[C@H](Cc2ccc(O)cc2)N(CC2CCCCCC2)C(=O)C1=O | nt | nt | -4.1 | -0.5 | -0.8 | 7.5 | 0.8 | 8.0 | -3.6
CC1CC(C)CN(C(=O)COC(=O)Cc2c[nH]c3ccccc23)C1 (stereo unspecified) | 0.2 | 0.2 | 5.4 | -1.2 | -0.3 | 5.9 | -0.9 | -2.1 | 5.2
Oc1ccccc1C=NNC(=S)Nc1ccc(F)cc1 | nt | nt | -7.2 | 5.4 | 2.4 | 17.9 | -1.0 | 10.2 | -6.8
Cc1ccccc1Cn1cnc2ccccc21 | -3.5 | -12.9 | -11.7 | 1.4 | -1.6 | 0.0 | -0.7 | 9.2 | 12.3
COc1ccc(-n2nc(C(=O)NCC(=O)N3CCCC(C)C3)c3ccccc3c2=O)cc1Cl (stereo unspecified) | -2.0 | -1.6 | -10.3 | 3.3 | -1.1 | 1.5 | nt | -13.1 | 13.2
COc1ccc(CCC(=O)N2CCCC(Nc3ccccc3)C2)cc1OC (stereo unspecified) | 4.0 | -5.3 | -5.6 | 1.7 | -1.6 | -1.0 | 2.1 | 4.5 | 5.0
CCO/C=N/Nc1nc(C(F)(F)F)nc2c1cnn2Cc1ccccc1 | -1.5 | -7.9 | -2.2 | -0.9 | nt | 0.7 | 0.0 | 6.7 | 7.2
Cc1cc(C(=O)N2CCN(c3ccc([N+](=O)[O-])cc3)CC2)c(C)o1 | -1.5 | -4.5 | 6.5 | -1.3 | -2.9 | 8.7 | 23.2 | -18.0 | -4.3
CC1CCc2cc(F)ccc2N1C(=O)c1cccnc1 (stereo unspecified) | -2.6 | 6.8 | -17.9 | 3.2 | 0.7 | 0.0 | -2.1 | 5.1 | -5.4
CCCNc1nc(OC(C(F)(F)F)C(F)(F)F)nc(OC(C(F)(F)F)C(F)(F)F)n1 | 3.0 | 4.8 | -9.1 | -0.2 | -0.1 | 7.4 | 0.8 | -5.0 | 6.1

Record cards, from the list above.
Listed for Cc1cc(C(=O)N2CCN(c3ccc([N+](=O)[O-])cc3)CC2)c(C)o1 = Mtb UGM inh: -1.5; Rv3671c inh: -4.5; BoNT-F LC inh: 6.5; Mtb FBA inh: -1.3; FadD28 binding: -2.9; GDH-TPI counter: 8.7; Mtb BioA inh: 23.2; PrPC TRFRET: -18.0; MazF activator: -4.3
Listed for Cc1ccccc1Cn1cnc2ccccc21 = Mtb UGM inh: -3.5; Rv3671c inh: -12.9; BoNT-F LC inh: -11.7; Mtb FBA inh: 1.4; FadD28 binding: -1.6; GDH-TPI counter: 0.0; Mtb BioA inh: -0.7; PrPC TRFRET: 9.2; MazF activator: 12.3

(next part)
structure | Mtb UGM inh | Rv3671c inh | BoNT-F LC inh | Mtb FBA inh | FadD28 binding | GDH-TPI counter | Mtb BioA inh | PrPC TRFRET | MazF activator
O=c1[nH]c(CN2CCOCC2)nc2ccccc12 | -0.6 | -3.3 | -0.2 | 1.8 | -0.3 | 3.1 | -1.9 | -8.7 | 1.5
Cc1cccc(CN2CCN(C(=O)CN(C)C(C)C(=O)Nc3ccc(C(N)=O)cc3)CC2)c1 (stereo unspecified) | -2.4 | 1.6 | 0.6 | 0.2 | -1.0 | 0.0 | 1.9 | 2.0 | -6.8
O=C(N/N=C/C=C/c1ccco1)c1cccnc1 | -0.1 | -11.6 | -14.4 | -3.7 | -0.7 | 37.5* | 0.6 | -0.2 | 2.9
CCOC(=O)c1oc2ccccc2c1NC(=O)c1cccc(OC)c1OC | 5.9 | -6.6 | 0.6 | -0.3 | -5.4 | 2.5 | -1.1 | -8.5 | -2.0
Cc1c2c(nc3c(C(=O)NC4CCCC4)cnn13)CCCC2 | 1.0 | -5.6 | -4.1 | 21.2 | 0.2 | 18.1 | 1.2 | 2.8 | 4.5
O=CC(Cl)P(=O)(N1CCCCC1)N1CCCCC1 (stereo unspecified) | -2.7 | 1.5 | -10.8 | -1.4 | -3.5 | 6.8 | -3.2 | -2.2 | -10.6
COc1cc(NC(=O)C2=CC(c3cccs3)=NS(=O)(=O)N2C)cc(OC)c1OC | -2.4 | 1.2 | -6.3 | -0.1 | 4.5 | 20.8 | 26.2 | -23.9 | 8.9

Bioassay records from PubChem BioAssay.
